Bioassay records from PubChem BioAssay.
C8 TRAIL sens = caspase-8 TRAIL sensitization; AID 624354; NB7+C8 cells + TRAIL, ATPlite viability luminescence; actives 1% (n = 360,000); inhibition (viability loss, TRAIL sensitization), % at 10 µM;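 active = compounds causing at least 50% loss of cell viability in the single-dose screen, relative to plate controls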
NR2E3 ag-1 = agonists of human NR2E3 nuclear receptor; Q9Y5X4; actives 0.35% (n = 360,000); CHO-S Gal4-NCOR/VP16-NR2E3 two-hybrid, luciferase; inhibition of corepressor binding, % at 3.98 µM; AID 602229;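 active = inhibition above the mean of all tested compounds plus 3 SD, cut at about 70% in these data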;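 note: 0% = DMSO with NR2E3 transfected cells and 100% = cells lacking NR2E3 construct; higher means lower luciferase signal from less NR2E3 corepressor binding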
Target sequence (Q9Y5X4 whole entry, looked up, the tested form may be a part): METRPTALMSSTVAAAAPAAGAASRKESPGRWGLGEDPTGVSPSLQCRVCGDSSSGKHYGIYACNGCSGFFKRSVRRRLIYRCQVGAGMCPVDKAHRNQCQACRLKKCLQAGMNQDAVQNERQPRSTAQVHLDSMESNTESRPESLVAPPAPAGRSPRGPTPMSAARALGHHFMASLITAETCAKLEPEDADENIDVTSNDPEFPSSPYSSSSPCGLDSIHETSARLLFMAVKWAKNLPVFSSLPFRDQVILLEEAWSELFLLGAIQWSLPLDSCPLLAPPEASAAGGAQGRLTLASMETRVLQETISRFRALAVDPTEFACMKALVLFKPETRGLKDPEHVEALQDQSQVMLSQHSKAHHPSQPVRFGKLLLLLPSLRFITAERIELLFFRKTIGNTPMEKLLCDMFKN
iPSC survival up = enhancers of human iPSC single-cell survival; hiPSC single-cell survival, ATPlite luminescence; 100% = ROCK inhibitor wells, 0% = DMSO; survival enhancement, % at 20 µM; actives 0.044% (n = 360,000); in the data active = survival enhancement above about 18%;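 note: cells exposed to compounds for 16 hours before the ATP read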
Peg3 prom inh = Peg3 promoter activity inhibition | inhibition, % at 20 µM | actives 1.7% (n = 360,000) | AID 588405 | HeLa PEG-Prom luciferase reporter, luminescence, overnight;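 active = inhibition of at least 50% at 20 µM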
KKLEB cytotox = reduces viability of KKLEB cystic fibrosis airway cells | activity change (cytotoxicity), % at 5 µM | actives 0.36% (n = 360,000) | AID 602141 | KKLEB CF airway cells viability, ATPlite luminescence, overnight; hits give low values; cells stimulated with P. aeruginosa culture filtrate;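 active = corrected activity change at or below -50% at 5 µM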
Shn3 3UTR inh = Schnurri-3 reporter inhibition in Clone20 osteoblasts | Clone20 osteoblast Shn3 3'UTR firefly luciferase, 24 h | inhibition, % at 12.5 µM | actives 0.52% (n = 360,000);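 active = mean inhibition of at least 75% with every replicate also reaching 75%; inconclusive = mean inhibition at least 75% but some replicate below; inactive = mean inhibition below 75%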;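 note: 0% = median of neutral control wells and 100% = pilot-screen positive control compound; some compounds past the cut are filed as inactive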
HIF-2a block = inhibitors of HIF-2a. actives 0.72% (n = 360,000). inhibition, % at 18.8 µM. AID 624352. 786-0 RCC cells HIF-2a reporter, luciferase luminescence, overnight;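 active = inhibition of the luminescence signal of 40% or more relative to plate controls, in a single-dose primary screen at 18.75 µM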
CF NFkB inh = inhibitors of cystic fibrosis induced NF-kB; KKLEB NF-kB-GFP reporter, PAF-induced, GFP fluorescence overnight; inhibition, % at 5 µM; actives 0.86% (n = 360,000);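 active = at least 50% inhibition at 5 µM, scaled per plate between neutral and stimulator controls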;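 note: PAF is a Pseudomonas aeruginosa culture filtrate used as stimulus; plate controls were PAF-stimulated DMSO wells for no effect and unstimulated DMSO wells for full effect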
TRPM1 prom inh = reduces MITF-dependent TRPM1 promoter luciferase signal. SK-MEL-5 TRPM1 promoter luciferase, 24 h. inhibition, % at 12.5 µM. actives 0.83% (n = 330,000);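 active = mean inhibition across replicates of 60% or more, whatever share of single replicates reaches that level; inconclusive = some that reach 60%, reason not given; inactive = mean inhibition across replicates below 60%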; note: values of inactives mirror those of a sister screen read the other way
NR2E3 ag-2 = activates human photoreceptor nuclear receptor NR2E3; actives 0.12% (n = 320,000); AID 2300; GST-NR2E3/biotin-RetCOR TR-FRET, 1536-well; inhibition of corepressor binding, % at 4.78 µM; Q9Y5X4;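 active = percent inhibition above the cutoff of mean plus 3 SD of all tested compounds, set per screening campaign, cut at about 20% in these data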;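 note: 0% = DMSO wells and 100% = biotin wells as full block of FRET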
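Test system: GST-NR2E3 and biotin-RetCOR proteins | Quantity: 1.35 nM GST-tagged NR2E3 final | Medium: Tris pH 7.5 | Also added: 7 nM biotin-RetCOR | Dosing: Compound at 4.8 µM, single dose | Timing: 5 h at 4 °C | Detection: Time-resolved FRET | Read-out basis: Percent inhibition | Benchmarks: Biotin wells as high control, 0.6% DMSO wells as low control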
LMP1 NFkB inh = Epstein-Barr LMP1 NF-kappaB reporter inhibition. LMP1-induced NF-kappaB luciferase reporter cells, luminescence. inhibition, % at 12.5 µM. actives 0.69% (n = 350,000); in the data active = inhibition above about 41%; inconclusive = no clear call, values can overlap the other calls;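 note: 0% = neutral control wells and 100% = reference inhibitor control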
An asterisk follows results filed as active; ? = inconclusive; · = no result given. Only part of the results is shown; count on the stated rates, not on these rows.

molecule,C8 TRAIL sens,NR2E3 ag-1,iPSC survival up,Peg3 prom inh,KKLEB cytotox,Shn3 3UTR inh,HIF-2a block,CF NFkB inh,TRPM1 prom inh,NR2E3 ag-2,LMP1 NFkB inh
C/C=C\C(=O)Nc1cccc(C2=NOC3(C2)C[C@@H](C(N)=O)N(C(=O)c2ccc(Cl)cc2)C3)c1 (stereo partly specified),-3,1,-2.3,11,6,0,9,12,·,1,-1
Clc1cccc(Cc2c(-c3cccc(Br)c3)nc3ccc(Br)cn23)c1,-13,7,1.3,-152,-2,-7,-219,2,·,·,·
CCC1(c2ccc(F)cc2)NC(=O)N(CC(=O)c2ccc[nH]2)C1=O (stereo unspecified),-22,-6,5.0,5,4,13,5,-8,-5,2,13
Cc1onc(-c2c(Cl)cccc2Cl)c1CO/N=C(\C#N)c1c(Cl)cccc1Cl,-8,-18,-0.5,35,-2,9,8,2,-2,4,7
CCOC(=O)N/N=C/c1ccc(OC)c(O)c1,5,-33,-1.4,-38,1,-17,-35,-10,-23,3,-7
Cc1ccc(C2N=C(N)Nc3nc4ccccc4n32)cc1 (stereo unspecified),-3,6,-1.9,6,-11,-6,13,-4,-4,-1,-7
CCOc1ccccc1CNCc1ccc(F)cc1,6,-16,-0.4,-3,-4,-29,15,7,-9,-1,4
COc1ccc(N(CC(=O)N2CCN(Cc3ccccc3)CC2)S(C)(=O)=O)cc1,-14,-14,-0.7,5,-4,1,21,3,1,-4,4
CCOC(=O)C1=C(COC(=O)/C=C/c2cc(Br)ccc2F)NC(=O)NC1C (stereo unspecified),-8,2,0.0,9,-4,2,7,19,0,-2,-3
COc1ccc(C(=O)NC2CCCCCC2)cc1S(=O)(=O)N1CCCC1,2,6,-0.6,-5,-3,5,4,26,-3,0,7
Cc1cccc(CN(C)C[C@H]2OCc3cnnn3CCCC(=O)N([C@H](C)CO)C[C@@H]2C)c1,-13,-4,-0.4,0,-5,1,13,-4,·,·,4
CCN1C(=O)[C@@H]2[C@@H]3CN(S(=O)(=O)c4ccc(C)cc4)[C@@H](c4ccccc4F)[C@@H]3C(=O)C[C@@H]2C1=O,-15,-6,0.8,4,-16,-12,4,-14,·,·,·
CN(C)Cc1c(C(=O)N/N=C/c2ccccc2OCc2ccc(F)cc2)nnn1-c1nonc1N,4,12,-0.3,2,-1,-5,-11,2,-15,3,-17
Cc1noc2ncnc(Oc3ccc(Cl)cc3Cl)c12,0,9,-0.1,12,0,-2,15,-3,-12,-1,0
CCOC(=O)c1cnc(NCc2ccccc2)nc1C,-1,-55,-1.9,-117,10,-33,-160,-5,-46,5,-16
CCOC(=O)c1cnn(Cc2cccc(Cl)c2)c1C,-3,-11,0.9,-16,-6,6,14,10,-5,-2,-13
CCOC(=O)N1CCC(N2Cc3cccc(C(=O)N4CCN(c5cccc(C)c5C)CC4)c3C2=O)CC1,-6,12,0.2,7,3,-10,13,14,-7,1,3
COCCn1c(SC2CCOC2=O)nc2ccccc2c1=O (stereo unspecified),7,-8,0.9,21,4,-5,9,-9,-8,5,-5
Cn1c(-c2sc3cc(C(F)(F)F)cnc3c2-c2cccnc2)n[nH]c1=S,14,-36,-1.3,22,-5,-4,18,0,-3,-2,-12
Cc1cc(C)c(C)c(S(=O)(=O)NNC(=O)c2cccc(S(=O)(=O)N3CCOCC3)c2)c1C,-7,-7,-0.7,15,4,8,9,4,-4,1,-15
Cc1cc2nnc(SCC(=O)Nc3cc(S(=O)(=O)N4CCOCC4)ccc3Cl)n2c2ccccc12,-13,0,0.3,-11,-7,13,8,2,-8,3,-1
Cc1ccc(NC(=O)c2ncn(CCCN3CCN(c4ccccn4)CC3)n2)cc1C,4,8,1.8,-3,18,-3,-16,-42,15,·,3
Cc1noc(C)c1NC(=O)Nc1cccc2c1O[C@H](CN(C)C(=O)Nc1ccc3c(c1)OCO3)[C@@H](C)CN([C@H](C)CO)C2=O,-9,-23,2.1,11,-3,-2,14,-19,-4,·,-6
COc1ccc(OC)c2[nH]c(=O)c(CCNS(=O)(=O)c3ccc(C)cc3)cc12,2,0,1.3,9,-10,4,14,8,2,-1,2
COCCNc1nc(NCc2ccccc2)c2cnn(C)c2n1,4,-12,-0.4,26,2,-1,1,-2,2,1,-11
O=C(c1ccccc1)c1ccc(OCC(O)CN2CCOCC2)cc1 (stereo unspecified),6,-5,1.5,-4,-2,-23,0,7,-2,2,-14
O=C1CN(C(=O)CSc2nncs2)c2ccccc2N1,-20,-4,0.4,1,11,-6,16,0,12,-1,5
CN(c1ccc(OCC(=O)OCC(=O)Nc2ccccc2)cc1)S(=O)(=O)c1cccs1,-3,-5,0.9,10,5,5,23,1,-11,-2,0
CC1(C)CC(=Cc2cc(O)ccc2[N+](=O)[O-])C(=O)c2ccccc21,9,98*,11,40,-35,-5,10,33,·,·,2
O=[N+]([O-])c1cccc(C(=Nc2ccc(Cl)cc2)NO)c1,-13,-5,2.4,4,-8,9,6,6,18,1,-3
Cc1ccccc1S(=O)Cc1ccc(C(=O)NC2CC2)o1 (stereo unspecified),-10,-22,-0.2,-10,8,31,3,-6,3,-3,0
O=C(CCCSc1nnc(-c2cccs2)n1CC1CCCO1)c1ccccc1 (stereo unspecified),7,-3,-1.1,18,-4,9,6,-17,1,0,-18
COc1ccccc1NC(=O)C1=C(C)NC(=O)NC1c1cccs1 (stereo unspecified),-13,-11,-0.3,14,2,-1,12,-3,1,2,-3
COCCCn1cc(C(=O)c2ccccc2OCC(=O)Nc2cccc(F)c2)cc(C#N)c1=O,0,-29,-1.0,0,5,51,-15,-4,8,-2,-7
CC(=O)c1cc(-c2ccccc2)n(CC(=O)Nc2cccc(C)c2)c1C,-4,-12,-0.5,7,1,14,32,16,9,1,-5
C[C@H](NC(=O)N1CCn2c1nc1ccccc12)C(=O)NCC1CCCO1 (stereo partly specified),-2,5,0.0,2,-6,-2,12,-10,-6,-2,?
Cc1cccc(NC(=O)CS(=O)(=O)c2c[nH]c3ccccc23)c1C,13,6,3.6,12,0,-2,21,-7,-1,0,-1
Clc1ccc(-c2nnc(-c3ccco3)o2)cc1,6,-96,1.0,-295,12,-43,-356,-16,-57,3,-25
CCOc1ccc2[nH]c(=O)c(CN(CC3COCCO3)C(=O)c3ccc(C)cc3)cc2c1 (stereo unspecified),-4,-7,2.4,-1,-9,1,14,-6,-7,0,0
O=C(NCc1ccc(-c2nc3ccccc3s2)cc1)c1ccco1,2,-84,-1.2,-182,3,-53,-140,4,-55,0,4
Cc1ccc(C)c(OCCC(=O)OCC(=O)NCCc2ccc(S(N)(=O)=O)cc2)c1,14,22,-0.4,5,7,-4,11,6,-3,-2,2
O=C(Nc1ccc(Sc2ccc(Br)cc2)cc1)c1ccco1,-4,-35,1.7,-104,3,0,-197,-7,-41,-2,-7
COC(=O)COc1ccc2c(c1)O/C(=C\c1cccc([N+](=O)[O-])c1)C2=O,14,4,-0.4,14,2,-10,5,2,5,-2,-8
CCn1c(C(=O)N2CCCC(C(=O)O)C2)cc2sccc21 (stereo unspecified),-13,-27,-0.6,-5,5,-14,8,-4,5,1,2
C=CCc1ccc(OCC(O)CN2CCCCC2)c(OC)c1 (stereo unspecified),7,-9,-1.2,-16,9,-9,1,-5,-2,-2,-7
COc1ccc(/C=N/NC(=O)c2nn(C)cc2Br)cc1CSCc1ccco1,8,-28,-0.2,-13,-1,-7,-21,-28,-12,-1,-3
CCCCc1nc2sc3c(c2c(=O)[nH]1)CCC3,28,-12,5.8,-24,10,-13,-16,4,-1,2,6
CCn1cnc2cc(NCc3ccc(C)cc3)ccc21,3,-96,-2.4,-329,-6,-123,-195,10,-113,-1,-30
CCOC(=O)C1CN(S(=O)(=O)c2ccc(F)cc2)C1,-2,14,-2.5,8,-1,10,13,5,-4,-3,5
CCC(=O)NC(c1ccco1)c1cc(Cl)c2cccnc2c1O (stereo unspecified),26,-31,0.1,42,-3,83,1,31,36,3,13
Cc1cccnc1C(NC(=O)C1CCN(Cc2ccc(Cl)c(Cl)c2)CC1)c1ccc(Cl)cc1 (stereo unspecified),21,29,-2.3,2,-9,10,6,15,·,·,·
C=CCn1c(SCC(=O)c2ccc(O)c(O)c2)nnc1-c1cccc(Cl)c1,4,-1,-4.7,-11,2,-4,-17,10,-6,-1,-2
COc1ccc(OC)c(N2C(=NC(=O)C3CCCCC3)SC3CS(=O)(=O)CC32)c1 (stereo unspecified),0,9,-0.4,15,-4,0,15,-12,4,-1,-12
CN(Cc1cnn(-c2ccccc2)c1)C(=O)C1CCC(=O)N(C2CC2)C1 (stereo unspecified),17,5,-0.2,9,2,-8,2,22,2,8,5
COC(=O)C1CCN(C(=O)Cc2ccc(Br)cc2)CC1,-10,-17,1.6,-16,-2,-25,-23,10,-15,1,-24
CCc1nc2ccc(C(=O)Nc3ccc(C(N)=O)cc3)cn2c1N(C)CCC(C)C,1,-10,2.6,16,-9,30,12,7,·,·,·

(continued)
molecule,C8 TRAIL sens,NR2E3 ag-1,iPSC survival up,Peg3 prom inh,KKLEB cytotox,Shn3 3UTR inh,HIF-2a block,CF NFkB inh,TRPM1 prom inh,NR2E3 ag-2,LMP1 NFkB inh
O=C(CCC(=O)c1ccc(F)cc1)OC1CCOC1=O (stereo unspecified),-10,-8,-1.9,0,1,-9,2,-3,-2,-1,-27
Cc1cccc(NC(=O)NCCc2ccc(Cl)cc2)c1,-9,-33,-2.0,-49,-2,-1,-43,0,-16,0,-2
COc1cccc(N/C(SCc2cccc([N+](=O)[O-])c2)=C(/C#N)C(=O)NCc2cccs2)c1,-2,-49,-1.5,23,-10,-6,33,4,3,3,-14
O=[N+]([O-])c1cccc(/C=N/Nc2nccnc2Cl)c1,-2,-86,3.6,-205,14,-33,-185,-3,-73,3,-5
Cc1cc(C)n(C(=O)c2ccc(NC(=O)C3COc4ccccc4O3)cc2)n1 (stereo unspecified),-2,-22,5.8,-31,7,7,-17,15,-12,2,2
O=C(CCN1CCCO1)NC1CCCc2c1cnn2-c1ccccc1F (stereo unspecified),-15,-16,0.2,12,-16,7,2,18,2,0,4
CCCN1CN(Cc2ccccc2)CNC1=S,1,-31,2.6,-1,18,-8,2,1,-11,3,-3
CCNC(=S)N/N=C(\C)c1cccc(OC)c1,-7,-21,-0.7,4,13,3,14,16,3,-2,-8
CCn1c(CSc2ncccn2)nnc1SCC(=O)N1c2ccccc2CC1C (stereo unspecified),-8,-17,3.7,-6,6,-4,11,4,-9,4,0
